# Screening results: PubChem, National Center for Advancing Translational Sciences (NCATS)
# D3 antag: antagonists of human D3 dopamine receptor. AID 652054. D3R cells, DiscoveRx beta-arrestin luminescence, antagonist mode; active compounds read low. max response, negative = inhibition, %. 360,000 compounds, 2.5% hits. P35462; in the data active means max response below about -50%; inconclusive means no clear call, values can overlap the other calls; further: on the % scale 0 is the no-effect control and ±100 the full control effect; mostly tested at two doses, the higher about 12 µM
# Target sequence (P35462 whole entry, looked up): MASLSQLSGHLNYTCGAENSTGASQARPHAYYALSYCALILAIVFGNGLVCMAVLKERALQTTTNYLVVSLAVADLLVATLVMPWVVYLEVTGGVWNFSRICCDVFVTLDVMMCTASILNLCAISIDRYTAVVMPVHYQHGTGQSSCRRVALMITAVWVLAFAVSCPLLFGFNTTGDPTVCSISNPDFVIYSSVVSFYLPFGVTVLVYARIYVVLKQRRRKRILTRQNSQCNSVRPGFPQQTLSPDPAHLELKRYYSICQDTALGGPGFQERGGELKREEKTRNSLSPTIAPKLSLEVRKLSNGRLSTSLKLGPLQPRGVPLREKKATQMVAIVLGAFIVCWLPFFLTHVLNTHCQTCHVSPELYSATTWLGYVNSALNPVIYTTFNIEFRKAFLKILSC
#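 Cells expressing the human receptor were seeded at 1500 cells/well, incubated overnight at 37 degrees C in 5% CO2, then exposed to library compounds with dopamine controls for 90 minutes at 37 degrees C before luminescent detection.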
# Mm-Cpn inhibitor: inhibitors of Methanococcus maripaludis chaperonin (MmCpn) | purified Mm-Cpn ATPase, ADP Transcreener TR-FRET | AID 504842 | 330,000 compounds, 0.031% hits | Potency, µM (series often up to 76.9 µM), inactives show top-dose activity, negative = inhibition, hits mostly inhibitors; further: potency means the concentration at half of the fitted maximal effect; on the % scale 0 is the no-effect control and ±100 the full control effect; nearly all actives have a fitted effect of over 80% in size
#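 Measured: ADP formation by purified Mm-CPN. Conditions: 25 nM protein, 10 uM ATP, Tris pH 7.4 with Mg2+, K+ and DTT, 37°C for 30 min. Detection: Transcreener HTRF after 30 min at room temperature.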
# Akt phos inh: inhibitors of Akt phosphorylation. Neuro2A IGF-stimulated pAkt S473 HTRF, 20 min; active compounds read low. activity change, % for hits at 50 µM. 360,000 compounds, 0.32% hits; in the data active means activity change below about -80%; inconclusive means mostly about -51% to -80%; further: on the % scale 0 is the no-effect control and ±100 the full control effect
#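 Neuro2A cells in DMEM with 0.5% FBS, overnight at 37 deg C, given compound at single 50 µM final, then IGF (6 nM final) for 20 min at 37 deg C. Lysed; phospho-Akt Ser473 by HTRF after 24 h, 665/615 ratio.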
# D3 ag: D3 dopamine receptor (human) agonism; 410,000 compounds, 0.58% hits; D3R DiscoveRx beta-arrestin cells, luminescence, 90 min; AID 652048; max activation, %; in the data active means max activation above about 30%; further: 0% is about no effect; mostly tested at two doses, the higher about 12 µM
#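 Agonist mode: compounds and dopamine controls were applied to plated cells for 90 min at 37 degrees C after an overnight attachment at 1500 cells/well. Luminescent read-out followed 30 - 60 minutes at room temperature with DiscoveRx detection reagent.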
# EPAC2 antagonist: blocks human EPAC2 exchange factor; Q8WZA2; EPAC2 GEF exchange of Rap1B-BODIPY-GDP, fluorescence; AID 720708; 360,000 compounds, 0.18% hits; Potency, µM (highest dose often 114 µM), without a hit: at the top dose activity, negative = inhibition, most hits filed as inhibitors; further: potency means the concentration at half of the fitted maximal effect; on the % scale 0 is the no-effect control and ±100 the full control effect; nearly all actives have a fitted effect of over 45% in size; many of its hits are not listed in these tables
# PTHR1 ag: activates the human parathyroid hormone receptor PTHR1. Q03431. HEK293 GP2 PTHR1 cells, GloSensor cAMP luminescence, 1 h. Potency, µM (doses to about 115 µM), without a hit: at the highest dose activation, hits mostly activators. 410,000 compounds, 0.075% hits. AID 743266; further: potency means the concentration at half of the fitted maximal effect; nearly all actives have a fitted effect of over 55% in size; some results filed as inactive show a strong effect at the top dose; inactives centre near -15; many of its hits are not listed in these tables
# Target sequence (Q03431 whole entry, looked up): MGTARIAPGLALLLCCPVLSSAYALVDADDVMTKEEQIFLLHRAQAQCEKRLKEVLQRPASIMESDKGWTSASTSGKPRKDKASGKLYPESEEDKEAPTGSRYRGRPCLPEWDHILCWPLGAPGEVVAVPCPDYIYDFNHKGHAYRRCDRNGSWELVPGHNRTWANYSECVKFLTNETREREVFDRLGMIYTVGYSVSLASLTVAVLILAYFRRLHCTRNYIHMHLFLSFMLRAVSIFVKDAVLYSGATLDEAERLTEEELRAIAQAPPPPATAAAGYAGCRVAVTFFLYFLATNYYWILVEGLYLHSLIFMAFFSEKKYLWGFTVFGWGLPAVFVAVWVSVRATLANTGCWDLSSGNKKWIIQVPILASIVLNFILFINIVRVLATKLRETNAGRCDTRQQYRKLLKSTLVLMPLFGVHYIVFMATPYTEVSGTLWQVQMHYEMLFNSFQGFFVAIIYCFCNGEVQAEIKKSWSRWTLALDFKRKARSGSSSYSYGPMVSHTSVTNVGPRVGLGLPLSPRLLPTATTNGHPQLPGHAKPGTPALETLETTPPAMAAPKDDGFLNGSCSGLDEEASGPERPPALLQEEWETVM
#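 HEK-293-derived GP2 cells expressing PTHR1 and a GloSensor cAMP reporter, 3,000/well, plated overnight, given luciferin plus IBMX (each 0.5 mM as added) for 1 h at 37 °C, then compound for 1 h at 37 °C. Luminescence was read after 15 min at room temperature.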
# EPAC2 agonist: activates human EPAC2 exchange factor; Potency, µM (highest dose often 154 µM), without a hit: top-dose activation, actives largely listed as activators; 360,000 compounds, 0.079% hits; EPAC2 activation, biochemical qHTS; response scale: 100% = 6.5 mM cAMP response; further: potency means the concentration at half of the fitted maximal effect; nearly all actives have a fitted effect of over 50% in size
#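 Compounds were added across a concentration range to EPAC2 (100 nM), RAP1B-BODIPY-GDP (250 nM) and GDP (50 uM). After 5 min at room temperature, fluorescence was recorded at 5-min intervals for 30 min.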
# CCT chaperon mod: cytosolic chaperonin activity modulation; purified chaperonin ATPase assay, HTRF ADP detection, 30 min; activity change, % (concentration not given with the values), hits read low; 360,000 compounds, 0.3% hits; AID 651819; in the data active means activity change below about -30%; further: on the % scale 0 is the no-effect control and ±100 the full control effect
#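 TRiC at 40 or 20 nM final (batch-dependent) in 30 mM Tris pH 7.4, 100 mM KCl, 5 mM MgCl2, 1 mM DTT, with compound at single 76 uM and 10 uM ATP, 30 min at 37 deg C. ADP detected by HTRF Transcreener, 665/615 ratio.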
# Starred values were filed as active, the others as inactive; i = inactive; ? = inconclusive; / = no result given; & = joins results of further samples; [ ] = dose if it differs, or a comment. Unless noted, the call rests on the fitted dose curve; in most records, active means well fitted curve in the direction sought with a large enough effect; inconclusive means small, poorly fitted or top-dose-only effect, or another doubt; inactive means no such curve, though single readings can be large; an effect the other way counts as inactive or inconclusive. This is a subset; count on the stated rates, not on these rows.
SMILES,D3 antag,Mm-Cpn inhibitor,Akt phos inh,D3 ag,EPAC2 antagonist,PTHR1 ag,EPAC2 agonist,CCT chaperon mod
O=C(NCCN1CCN(S(=O)(=O)c2ccc([N+](=O)[O-])cc2)CC1)C(=O)Nc1ccccc1,3,2%,i,5,9%,i,1%,-0.9
Cc1ccc(C2CC(c3cccs3)=NN2C(=O)CCl)cc1 (stereo not given),-8,-4%,i,-8,?,-27%,6%,-1.7
O=C1N/C(=N\N=C\c2ccco2)SC1Cc1ccc(F)cc1 (stereo not given),-4,4%,i,3,-1%,i,9%,-2.2
CSc1ccccc1NC(=O)N1CCCC(C(=O)c2ccc3c(c2)OCO3)C1 (stereo not given),0,1%,i,5,-11%,i,1%,-2.3
CC(c1ccco1)N(C(=O)c1ccc(F)cc1)c1ccccn1 (stereo not given),-15,3%,i,0,5%,i,6%,1.4
CCCCn1c(=O)[nH]c(=O)c2c1nc(-c1cc(Cl)c(OC)c(OC)c1)n2C,-14,-1%,i,2,15%,-15%,-2%,-1.0
COCCCNC(=O)/C=C/c1ccc(Cl)cc1,-17,-1%,i,-18,-1%,i,7%,0.1
Cc1cccc2cc(C#N)c(SCC(=O)N3CC(=O)Nc4ccccc43)nc12,?,?,?,-12,1%,-14%,1%,-45*
O=C(c1cccc2ccccc12)C1CCCN(C(=O)c2ccc(N3CCOCC3)cc2)C1 (stereo not given),-10,-1%,i,-1,-20%,-35%[inhibitor],5%,-2.6
COc1ccc(Cl)cc1NC(=O)NCC1CCN(C(=O)OC(C)(C)C)CC1,-73*,-2%,i,-45,-8%,-36%[inhibitor],14%,2.0
CC1CCCCN1C(=O)Cn1cc(C=O)c2ccccc21 (stereo not given),10,1%,i,1,12%,i,1%,0.6
Nc1ccc2[nH]c(=S)[nH]c2c1,-12,/,i,7,-3%,-42%[inhibitor],-2%,-0.1
CN(CC(=O)Nc1cccc(F)c1)C(=O)c1cc(S(=O)(=O)N(C)C)ccc1N1CCCC1,-5,2%,i,4,-1%,i,-1%,0.1
O=C(c1ccccc1)N(C(=O)c1ccccc1)N1CCCC1,1,/,i,12,-27%,-1%,11%,-0.7
O=C1CCC(C(=O)NCc2cccnc2)N1 (stereo not given),3,0%,i,-4,10%,i,2%,-1.6
COCc1ccc(C(=O)N2CCCC(C(=O)c3ccc(SC)cc3)C2)o1 (stereo not given),7,1%,i,2,-1%,-5%,4%,-0.1
Cc1ccc(C(C)C)c(OCC(=O)NNCC(=O)Nc2cccc(F)c2)c1,-9,1%,i,-14,-21%,-4%,-12%,0.5
CC1(C)CC(=O)C=C(NCCCN2CCCC2=O)C1,1,/,i,0,-4%[57.1 µM],-23%[57.5 µM],4%,1.9
COc1cc(NC(=S)NC(=O)c2ccco2)ccc1NC(=O)C(C)C,7,-3%,i,0,0%,i,-1%,-4.2
O=C(/C(=C/c1ccc(Cl)cc1)c1nc2ccccc2[nH]1)c1ccccc1,-75*,1%,i,-6,-4%,-28%,4%,-0.8
Nc1ccc(S(=O)(=O)Nc2ccc(S(N)(=O)=O)cc2)cc1,-4,3%,i,-16,-2%,?,3%,-0.3
CC(=O)Nc1cc([N+](=O)[O-])ccc1N1CCOCC1,-6,0%,i,-1,-9%,-1%,20%,-1.6
COc1ccc(NS(=O)(=O)CC23CCC(CC2=O)C3(C)C)cc1 (stereo not given),12,1%,/,2,-1%,i,-9%,0.0
CSC(=CC(=O)c1ccccc1)SC,-24,0%,i,-19,9%,i,6%,-0.8
O=C(NCCc1ccccc1)Nc1ccc(Cl)cc1,-3,0%,i,-8,-1%,-17%,-1%,-3.0
# The list goes on.
SMILES,D3 antag,Mm-Cpn inhibitor,Akt phos inh,D3 ag,EPAC2 antagonist,PTHR1 ag,EPAC2 agonist,CCT chaperon mod
COc1ccc(C(=O)N/C(=C\c2ccco2)C(=O)OCc2ccco2)cc1,21,0%,i,-1,10%,i,4%,2.5
O=C(CN1C(=O)/C(=C/c2ccccc2Cl)SC1=S)NC1CCS(=O)(=O)C1 (stereo not given),-8,-1%,/,-3,7%,i,11%,-4.2
Cc1cc(Cc2cc(C)c(O)c(CO)c2)cc(CO)c1O,-23,/,i,-2,-16%,i,7%,-6.1
CCc1cc(C(=O)OC)c(NC(=O)CN2CCN(C(=O)c3ccco3)CC2)s1,-6,1%,i,-19,-4%,-77%[inhibitor],5%,1.4
COc1ccc(C/C(N)=N/OC(C)=O)cc1OC,15,1%,i,2,14%,i,6%,-1.3
COc1cccc(-c2nnc(SCc3ccc(C#N)cc3)n2Cc2ccco2)c1,11,0%,i,-5,-3%,i,4%,-1.1
COc1cc(CCC(=O)OCc2ccccc2C#N)cc(OC)c1OC,-3,2%,i,7,-1%,-25%,12%,-7.3
COC(=O)c1sc(NC(=O)c2oc3ccccc3c2C)nc1C,16,0%,i,2,0%,-40%[inhibitor][57.5 µM],-8%,-17
CCN1C[C@@H]2[C@@H]3C(=O)N(Cc4ccccc4)C(=O)[C@@H]3[C@](CC)(C1=O)N2C(=O)c1ccc(C(F)(F)F)cc1,17,0%,i,6,-1%,-17%,-6%,-1.3
CCOC(=O)c1[nH]c(C)c(CCC(=O)O)c1C,14&-8,1%&-1%,i,7&1,-4%&0%,i,-3%&8%,-2.1&-2.1
CCOC(=O)c1c(C)nsc1NC(=O)c1ccco1,14,0%,i,0,-10%,i,-2%,0.1
C=CCN1C(=O)c2ccc(C(=O)NCCc3ccc(F)cc3)cc2C1=O,5,/,i,0,4%,-16%,-2%,-5.3
COc1ccc(Br)cc1CNC(=O)C1CCCN(c2nc3ccccc3o2)C1 (stereo not given),-5,1%,i,6,-5%,-15%[57.5 µM],1%,-1.6
CCc1nnc(NC(=O)c2ccc(Cl)c(S(=O)(=O)N3CCc4ccccc43)c2)s1,97,-7%,i,2,9%,-9%,6%,-1.1
Cc1cccc(OCCN2CCOCC2)c1C,-5,1%,i,54*,1%,i,0%,-1.1
COc1cc(N2CCCC2)ccc1[N+](=O)[O-],-9,-1%,i,-9,6%,i,5%,-0.2
Cc1ccccc1C(=O)c1cccn1CC(=O)NC(C)CCc1ccccc1 (stereo not given),5,0%,i,5,?,-4%,5%,-2.8
CCc1ccc(CNc2ccc3c(c2)ncn3C)cc1,-12,-1%,i,-15,0%,-17%[57.5 µM],16%,-2.7
CC1Cc2cc(/C(O)=C3/C(=O)C(=O)N(CCCn4ccnc4)C3c3ccc(Br)cc3)ccc2O1 (stereo not given),3,0%,/,-2,8%,i,12%,-0.8
Cc1nc2cc(Cl)ccc2c(=O)n1Cc1ccncc1,-4,0%,i,7,3%,-4%,1%,-0.3
NC(=O)c1ccccc1NC(=O)/C=C/c1ccc(Cl)cc1,-24,0%,i,-2,6%,-29%,9%,-1.4
COC(=O)C[C@H]1C[C@H]2c3cc(NC(=O)C4CCOCC4)ccc3O[C@H]2[C@@H](CO)O1,-14,/,i,0,9%,-12%,1%,-0.5
C=CCn1c(SCC(=O)c2ccc(Cl)s2)nc2ccccc2c1=O,3,0%,i,6,12%,-31%[inhibitor],0%,-2.6
COCCN(CCOC)C(=O)c1ccc(CSc2nc3ccccc3s2)cc1,9,-1%,i,-3,-6%,-46%[inhibitor],5%,-1.2
O=c1[nH]c2cc3c(cc2cc1CN(Cc1nnnn1C1CCCC1)C1CCCC1)OCCO3,-22,-3%,i,-13,-4%,-2%[57.5 µM],-2%,-2.1
# (cont.)
SMILES,D3 antag,Mm-Cpn inhibitor,Akt phos inh,D3 ag,EPAC2 antagonist,PTHR1 ag,EPAC2 agonist,CCT chaperon mod
Cc1c(NC(=O)COc2ccc3ccccc3c2)c(=O)n(-c2ccccc2)n1C,1,1%,i,-2,-4%,-30%,14%,-0.7
Cc1ccc(NC2CCCN(C(=O)CCC3(C)CC3)C2)cc1C (stereo not given),2,-2%,i,6,-2%,-9%,-7%,-1.2
C=CCn1c(SCC(=O)NC(=O)NC)nnc1C1CCCCC1,6,1%,i,2,-3%,i,-2%,0.2
CCN1CCC(NC(=O)Nc2cccc(C(F)(F)F)c2)CC1,-18,1%,i,-3,0%,i,3%,0.7
CC1(c2cc(C(F)(F)F)n3nc(C(=O)O)cc3n2)CC1,5,-21%,?,-12,10%,i,0%,0.5
CN1CCCC(OC(=O)c2ccccc2F)C1 (stereo not given),-18,3%,i,-16,13%,-31%[inhibitor],15%,1.5
O=C(N/C(=C\c1ccc2c(c1)OCO2)C(=O)N1CCOCC1)c1cccs1,-16,-4%,i,6,-1%,i,13%,-0.9
COC(=O)c1ccc(N2CCN(S(=O)(=O)c3ccccc3)CC2)c([N+](=O)[O-])c1,?,-1%,i,1,4%,-3%[57.5 µM],9%,-0.2
Cc1ccc(OCCNC(=O)c2ccccc2F)cc1,-16,1%,i,-10,0%,-6%,13%,-4.9
COC(=O)c1nnn(-c2nonc2N)c1CSc1nc2ccccc2o1,60,0%,i,-2,13%,?,6%,-1.0
CCOC(=O)c1sc2nc3c(SCCC(=O)O)cc(C(=O)c4cc(OC)ccc4O)cn3c(=O)c2c1C,1,0%,i,11,?,-32%[inhibitor],-5%,1.5
CC(=O)Nc1cncc(-c2ccccc2F)n1,0,/,i,0,2%,-20%,4%,0.6
COc1cc(-c2cc(=O)c3c(O)c(OC)c(OC)c(O)c3o2)ccc1O,23,/,i,17,10%,2%,-4%,-30
CCN(CC)C(=O)CSc1nc2ncccc2[nH]1,-22,-2%,i,-6,2%,-5%,19%,-2.9
CCCc1ccc(C(=O)NNc2cccc(C)c2)cc1,-13,-1%,i,3,-3%,i,2%,-0.4

# 4 successive entries already listed, quoted:
SMILES,D3 antag,Mm-Cpn inhibitor,Akt phos inh,D3 ag,EPAC2 antagonist,PTHR1 ag,EPAC2 agonist,CCT chaperon mod
Cc1c(NC(=O)COc2ccc3ccccc3c2)c(=O)n(-c2ccccc2)n1C,1,1%,i,-2,-4%,-30%,14%,-0.7
Cc1ccc(NC2CCCN(C(=O)CCC3(C)CC3)C2)cc1C (stereo not given),2,-2%,i,6,-2%,-9%,-7%,-1.2
C=CCn1c(SCC(=O)NC(=O)NC)nnc1C1CCCCC1,6,1%,i,2,-3%,i,-2%,0.2
CCN1CCC(NC(=O)Nc2cccc(C(F)(F)F)c2)CC1,-18,1%,i,-3,0%,i,3%,0.7
